GAA glycogen mod = GAA glycogen-cleavage inhibition or activation | Potency, µM (doses to about 76.4 µM), inactives show at the top dose activity change, negative = inhibition, actives largely listed as inhibitors | P10253 | recombinant GAA, glycogen substrate, Amplex Red glucose oxidase fluorescence | actives 0.38% (n = 300,000); active = well fitted inhibition curve with a large enough effect; inconclusive = small, poorly fitted or top-dose-only effect, or another doubt; inactive = no such curve, though single readings can be large or run the other way;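 note: 0% = full enzyme reaction and -100% = no-enzyme basal signal; the screen sought inhibitors and activators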
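Natural-substrate format: glycogen cleavage by 4 nM human enzyme, glucose read by Amplex Red coupling (Ex 573, Em 610 nm). Normalized to enzyme and no-enzyme controls.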
The depositor's hits bear a star; ? = inconclusive; [ ] = remark or other dose. Potency is the fitted concentration of half-maximal effect.

Structure	GAA glycogen mod
CCCc1cc(=O)oc2cc(C)cc(OCC(=O)NC(Cc3c[nH]c4ccc(O)cc34)C(=O)O)c12 (stereo not drawn)	?
CC1CCCC(NC(=O)C2N(CCCN3CCCC3)C(=O)C3C(C(=O)Nc4cccc(Cl)c4)C4C=CC32O4)C1C (stereo not drawn)	-1.1%
CN(C)CCNC(=O)c1ccc2c(=O)n(Cc3ccc(Cl)cc3)c(=S)[nH]c2c1	-6.3%
O=S(=O)(Nc1cccc(-n2cnnn2)c1)c1ccc(Cl)cc1	-1.6%[76.3 µM]
CC[n+]1c(/C=C/c2ccc(OC)c(OC)c2)ccc2ccccc21	6.2%[76.3 µM]
Cn1cc(-c2ccccc2C(=O)O)c(=O)c2ccccc21	-1.0%
CCOc1cccc(/C=C/c2ccc3cccc(O)c3n2)c1OC	5.4%
Cc1ccccc1CN1CCN(S(=O)(=O)c2cccc3nsnc23)CC1	-10.6%[76.3 µM]
CC(C)(C)C1CCC(C(=O)Nc2nccs2)CC1 (stereo not drawn)	0.8%[76.3 µM]
CCCc1nnc(NC(=O)C2CCN(C(=O)C3CC(=O)N(c4ccc(C)cc4)C3)CC2)s1 (stereo not drawn)	9.5%[76.3 µM]
O=[N+]([O-])c1cc(S(=O)(=O)C(F)(F)F)ccc1NCC1CCCO1 (stereo not drawn)	-0.2%
COc1ccc(C(=O)/C=C2\NCCc3cc(OC)c(OC)cc32)cc1OC	0.2%
CCCC(C(=O)NC(C)(C)C)N(CC1CCCO1)C(=O)CNS(=O)(=O)c1ccc(F)cc1 (stereo not drawn)	3.2%
O=C(Nc1cccc(Cl)c1)c1cc(S(=O)(=O)N2CCCCC2)c[nH]1	1.0%[76.3 µM]
O=C(N/N=C/c1ccc([N+](=O)[O-])o1)c1ccccc1-n1cccc1	-4.4%
O=C(O)c1ccc(NC(=O)c2ccccc2NC(=O)c2cccc(F)c2)cc1	5.1%[76.3 µM]
O=C(Nc1ccc([N+](=O)[O-])cc1)C1COc2ccccc2O1 (stereo not drawn)	-3.1%[76.3 µM]
O=C(Cn1nnc(-c2ccccc2)n1)N1CCCCC1	-6.4%[76.3 µM]
COc1ccc(OC)c(S(=O)(=O)NCCCc2ccccc2)c1	-12.9%[76.3 µM]
CCOc1ccc2nc3cc(NCc4ccc(OC)cc4)ccc3c(N)c2c1	-7.7%
COc1ccc(NC(=O)C2CCN(c3nc(-c4ccc(OC)cc4)no3)CC2)cc1	10.9%[76.3 µM]
COc1cccc(C(=O)N2CCC(C(=O)NCc3ccc(C)cc3)CC2)c1	0.0%
COc1ccccc1N(CC(=O)NCc1ccccc1C)S(=O)(=O)c1ccc(C)cc1	0.7%
CCOc1ccc(N2C(=O)CC(Cc3cc(C)cc(C)c3)C2=O)cc1 (stereo not drawn)	-8.7%[76.3 µM]
Cc1cccc(OCc2ccc(C(=O)Nc3cc(C)on3)o2)c1	3.8%
CC1CCC(N2CCN(C(=O)c3ccccc3F)CC2)CC1 (stereo not drawn)	2.6%[76.3 µM]
Cc1ccccc1CCN1CCCC(CN(C)CC(C)(C)C)C1 (stereo not drawn)	14.1%[76.3 µM]
CCn1c(=O)c(C(=O)Nc2ncccc2O)c(O)c2ccccc21	14.6%[76.3 µM]
O=C(C1CC(=O)N(c2ccc(F)cc2)C1)N1CCCCC1 (stereo not drawn)	0.3%
CCc1ccc(CNC(=O)c2ccc(NC(=O)C3=CSCCO3)cc2)cc1	-3.1%[76.3 µM]
COc1cccc(C2CC(c3cccs3)=NN2C(=O)CSC2=NCCS2)c1OC (stereo not drawn)	3.3%[76.3 µM]
Cc1cccc(NC(=S)N2CCN(c3ccccn3)CC2)c1	0.4%[76.3 µM]
Nc1ccc(C2(c3ccc(N)cc3)OC(=O)c3ccccc32)cc1	-4.6%[76.3 µM]
COc1ccc(NC(=S)N2CCC(c3ccc(C)cc3)C2)cc1 (stereo not drawn)	-5.8%
O=C(CCCC(=O)N1CCN(c2cccc(Cl)c2)CC1)c1ccccc1	10.7%[76.3 µM]
CCOC(=O)c1cnn(-c2ccccc2)c1-c1ccncc1	1.8%
COc1ccc(CCN(C)C(=O)CSc2nnc(-c3ccco3)o2)cc1OC	-9.6%[76.3 µM]
NNC(=O)c1nnn(-c2nonc2N)c1CN1CCCC1	?
CC(=O)C1=C(C)NC(=O)NC1c1ccc2c(c1)OCO2 (stereo not drawn)	4.8%
O=C(Nc1nccs1)c1ccc2ccccc2n1	-21.4%
Cc1cc2c(cc1C)C(c1ccccc1OC(C)C)CC(=O)N2 (stereo not drawn)	12.7%[76.3 µM]
COc1cc(NC(=O)CN2CCN(C(=O)C3CCCO3)CC2)c(OC)cc1Cl (stereo not drawn)	-2.4%[76.3 µM]
CN1CCN(c2nc(-c3ccc(Cl)cc3Cl)nc3ccccc23)CC1	0.3%
CCOC(=O)c1c(C)[nH]c(C)c1S(=O)(=O)N(C)CC(=O)Nc1cccc(C)c1	-0.7%[76.3 µM]
Cc1nn(C)c(C(=O)Nc2ccc3c(c2)OCO3)c1[N+](=O)[O-]	2.3%[76.3 µM]
CC(C)CCNC(=O)C1CCN(S(=O)(=O)c2ccc3c(c2)CC(C)N3C(=O)C2CC2)CC1 (stereo not drawn)	1.1%[76.3 µM]
CCOC(=O)Cn1ncc2c3ccccc3n(CC(=O)OCC)c2c1=O	-2.6%
CCCn1c(SCc2ccc(C(=O)OC)o2)nc2ccccc2c1=O	-4.6%
Cc1nn(-c2ccccc2)nc1C(=O)Nc1ccc2c(c1)OCCO2	-5.0%[76.3 µM]
O=[N+]([O-])c1ccccc1/C=N\N1CCN(Cc2ccccc2Cl)CC1	-2.1%[76.3 µM]

The listing continues.
Structure	GAA glycogen mod
Cc1ccc(C(=O)NC2CCN(C(=O)Nc3ccccc3Cl)CC2)cc1	4.4%
COc1ccc(CN(C)S(=O)(=O)c2nnc(NC(=O)c3cccc(F)c3)s2)cc1	11.5%[76.3 µM]
CCn1c(/C=C/c2ccc(O)cc2)nc2ccccc2c1=O	-18.4%[76.3 µM]
Cc1ccccc1NC(=O)c1nn(C)c2c1CS(=O)(=O)c1ccccc1-2	-7.5%[76.3 µM]
COc1ccc(-c2nc(N)ncc2-c2ccccc2)c(O)c1	-2.7%
COc1ccccc1NC(=O)c1ccc(Br)c(S(=O)(=O)N2CCCC2)c1	-3.9%[76.3 µM]
CC(CCc1ccccc1)NC(=O)[C@@H]1Cc2ccccc2CN1 (stereo partly drawn)	2.9%
CCOc1ccc2nc(NC(=O)C3CCN(C(=O)c4ccco4)CC3)sc2c1	10.9%
Cc1ccc(-n2nc3c(=O)n(CC(=O)NCc4ccccn4)nc(C)c3c2C)cc1	0.2%[76.3 µM]
CCOC(=O)Cc1csc(NC(=O)CCCc2ccccc2)n1	-1.9%[76.3 µM]
CCc1nnc(N/N=C/c2c(F)cccc2Cl)n1N	-9.3%[76.3 µM]
C/C(=N\Nc1ccccc1[N+](=O)[O-])c1ccccc1O	1.9%[76.3 µM]
COC(=O)c1ccc(CNC(=O)C(NC(=O)c2ccco2)C(C)C)cc1 (stereo not drawn)	-3.9%
O=C(NC1CCOc2ccccc21)C1CCCC1 (stereo not drawn)	14.1%
CCOC(=O)[C@@H](CCc1ccccc1)N[C@H](C)C(=O)N1[C@H](C(=O)O)C[C@@H]2CCC[C@@H]21	15.5%[76.3 µM]
CCCCC[C@]12Cc3cc(OC)c(OC)cc3[C@H](O1)c1c(cc(C)oc1=O)O2	-6.5%[15.3 µM]
C=CCc1ccccc1OCC(O)CN1C(=O)c2ccccc2C1=O (stereo not drawn)	4.5%[76.3 µM]
CC(=O)Nc1ccc(NC(=O)C(C)Sc2n[nH]c(=O)n2Cc2ccccc2)cc1 (stereo not drawn)	8.9%[76.3 µM]
CC(=O)C1=C(O)C(=O)N(c2ccc(Br)cc2)C1c1ccc(Br)cc1 (stereo not drawn)	-9.6%[76.3 µM]
O=C(Nc1ccc(Nc2ccccc2)cc1)c1ccccc1F	2.3%[76.3 µM]
CCC(CO)N=CC1=C(O)CC(c2ccccc2)CC1=O (stereo not drawn)	9.3%[76.3 µM]
COc1ccc(C(=O)COC(=O)Cn2cnc3c2c(=O)n(C)c(=O)n3C)c(OC)c1	1.0%[76.3 µM]
N#CC[C@H](c1ccccc1)N1CCN(Cc2ccccc2)CCC1=O	11.3%[76.3 µM]
CN1CCN(c2ccc([N+](=O)[O-])cc2NC(=O)c2ccco2)CC1	-2.2%[76.3 µM]
COc1ccc(OC)c(/C=C2\SC(N3CCCC(C)C3)=NC2=O)c1 (stereo not drawn)	-5.2%
O=C(CNC(=O)[C@@H]1Cc2ccccc2CN1)NC1CCCC1	-3.3%[76.3 µM]
Cc1cccc(N2CC(C(=O)Nc3ccc(S(=O)(=O)NCC4CCCO4)cc3)CC2=O)c1C (stereo not drawn)	0.6%[76.3 µM]
CCN(CC)Cc1c(C(=O)N/N=C/c2c(Cl)cccc2Cl)nnn1-c1nonc1N	1.8%
O=C(Nc1cccc2cccnc12)c1cc(F)c(F)cc1Cl	13.8%[76.3 µM]
CCOc1ccccc1C(=O)NN1CCOCC1	-2.1%[76.3 µM]

The list goes on; the last 3 above are carried over.
Structure	GAA glycogen mod
CCN(CC)Cc1c(C(=O)N/N=C/c2c(Cl)cccc2Cl)nnn1-c1nonc1N	1.8%
O=C(Nc1cccc2cccnc12)c1cc(F)c(F)cc1Cl	13.8%[76.3 µM]
CCOc1ccccc1C(=O)NN1CCOCC1	-2.1%[76.3 µM]
COc1cc(/C=C/C(=O)c2ccc3c(c2)OCO3)cc(Cl)c1O	3.7%
COc1ccc(C(=O)C2CCCN(C(=O)CSC)C2)cc1OC (stereo not drawn)	4.0%[76.3 µM]
Cc1cc([N+](=O)[O-])nn1CC(=O)NCc1ccccc1	-0.2%[76.3 µM]
CCOc1ccc(S(=O)(=O)c2cn(C)c3cc(OC)c(OC)cc3c2=O)cc1	-10.1%[76.3 µM]
O=C(Nc1ccccc1Cl)NC1(C(=O)NCc2ccncc2)CCCCC1	-9.0%
Cc1nc(N2CCN(c3ccc(Cl)cc3)CC2)[nH]c(=O)c1C	2.0%[76.3 µM]
Cn1c(/C(C#N)=C(\O)c2ccc(Br)s2)nc2ccccc21	-9.3%[76.3 µM]
COC(=O)N/N=C/c1cn(CCOc2ccccc2OC)c2ccccc12	-1.7%
Cc1ccc(S(=O)(=O)c2nc(-c3cccs3)oc2NCc2cccnc2)cc1	-18.2%[76.3 µM]
O=C1CCN(CCc2ccccc2)CCN1[C@H](COc1ccccc1)Cc1ccccc1	-14.9%[76.3 µM]
COc1cc(C(=O)Nc2ccc3c(c2)OCO3)c([N+](=O)[O-])cc1OC	-5.6%[76.3 µM]
COCCn1c(Cc2ccccc2)nnc1SCC(=O)NC1CC1	-0.1%
Cc1ccc2[nH]c(C)c(CC(=O)NCc3ccccc3)c2c1	2.1%[76.3 µM]
OC(c1cccc(Cl)c1)c1nccc2ccccc12 (stereo not drawn)	15.9%[76.3 µM]
CCCn1c(SCC(=O)NC(C)C)nc2sc3c(c2c1=O)CCC3	-1.1%
O=C(Cc1ccc(F)cc1)Nc1ccccc1N1CCCC1	3.4%[76.3 µM]
O=C(N/N=C/c1cccc(OC(=O)c2cccc(Br)c2)c1)c1ccncc1	-8.1%[76.3 µM]
N#Cc1cncc(C#Cc2ccccc2)c1	0.0%
Cc1ccc(/C=N/NC(=O)c2nnn(-c3nonc3N)c2C(C)C)s1	-1.4%[76.3 µM]
N#Cc1ccc2c(c1)C[C@]1(CCCCN3C(=O)c4ccccc4C3=O)OC3=C(C(=O)OC4(CCCCC4)C3)C2O1	-11.9%[15.3 µM]

4 of the compounds above, as labelled records.
> COCCn1c(Cc2ccccc2)nnc1SCC(=O)NC1CC1
  GAA glycogen mod = -0.1%

> CCOC(=O)Cc1csc(NC(=O)CCCc2ccccc2)n1
  GAA glycogen mod = -1.9%[76.3 µM]

> O=C(Nc1cccc(Cl)c1)c1cc(S(=O)(=O)N2CCCCC2)c[nH]1
  GAA glycogen mod = 1.0%[76.3 µM]

> CCCCC[C@]12Cc3cc(OC)c(OC)cc3[C@H](O1)c1c(cc(C)oc1=O)O2
  GAA glycogen mod = -6.5%[15.3 µM]

Next part:
Structure	GAA glycogen mod
O=C(CN(Cc1ccccc1)S(=O)(=O)c1ccc(F)cc1)NCc1ccccn1	-2.2%
O=C(Nc1ccc(F)c(Cl)c1)C1CCN(c2ncnc3c2nc2n3CCCCC2)CC1	-8.8%[76.3 µM]
O=[N+]([O-])c1ccc(Nc2ccccc2)c2nonc12	1.9%
Cc1cc(C)nc(SCC(=O)Nc2nccs2)n1	-4.7%
COC(=O)c1ccccc1NC(=O)CCS(=O)(=O)c1cc2c(cc1C)NC(=O)CO2	18.6%[76.3 µM]
Cc1c(CCC(=O)NCCCN2CCCC2=O)c(=O)oc2cc(O)ccc12	6.3%[76.3 µM]
CC(OC(=O)c1ccc(Cl)c(S(=O)(=O)N2CCCC2)c1)C(=O)NC1CCCCC1C (stereo not drawn)	-3.7%[76.3 µM]
Cc1ccc(C)c2[nH]c(=O)c(CCNC(=O)CCc3ccccc3)cc12	18.4%[76.3 µM]
COCCNC(=O)c1cccc(OC2CCN(Cc3cccc(SC)c3)CC2)c1	-2.5%[76.3 µM]
CC(=O)c1ccc(-n2nnnc2SCC(=O)NC2CCCCC2)cc1	-0.4%[76.3 µM]
COc1ccc(C(=O)NCCCN2CCOCC2)cc1	-1.6%[76.3 µM]
O=C(O)C1Nc2c(cccc2C(F)(F)F)C2C=CCC12 (stereo not drawn)	-7.6%

This is a subset, so the mix of outcomes need not match the whole.
